Compound activity (PubChem BioAssay)
CHOP UPR activ: activators of apoptotic arm of unfolded protein response (CHOP); AID 449763; activation, % at 10 µM; actives 0.34% (n = 330,000); CHO-CHOP luciferase reporter, UPR activation, luminescence; percent of tunicamycin response over DMSO baseline;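 active means at 10 µM dose, activation of 40% or more, normalized to positive control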;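 further: 100% = tunicamycin at 10 µg/mL and 0% = DMSO alone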
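Test system: CHO-CHOP cells, stable luciferase reporter of PERK-eIF2a-CHOP signalling | Quantity: 500 CHO-CHOP cells per well | Buffer or medium: F12 plus 10% serum | Compound dosing: 10 µM single point, 0.5% DMSO | Schedule: 6 h compound treatment, 37 °C | Signal: Luciferase luminescence | Control set: Tunicamycin high control, DMSO low control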
697 NFkB inh: lowers PMA/ionomycin-induced NF-kB signal in 697 B cells; 697 B-cell NF-kB luciferase reporter, 16 h; actives 0.33% (n = 330,000); inhibition, % at 4 µM; AID 435022; in the data active means inhibition above about 35%
tim23-1 inh: growth inhibitors of tim23-1 mutant yeast; S. cerevisiae tim23-1 growth, BacTiter-Glo luminescence, 24 h; inhibition, % at 20 µM; actives 1.3% (n = 330,000); AID 463212;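 active means growth inhibition of the mutant yeast at or above 50%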;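 further: temperature-sensitive mutant grown at 25 °C; plate controls were DMSO-treated mutant yeast for no effect and medium wells lacking yeast for full effect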
XBP1 UPR activ: activators of adaptive arm of unfolded protein response (XBP1) | CHO-XBP1 luciferase reporter, IRE1-XBP1 UPR activation, luminescence; percent of tunicamycin response, DMSO as zero | activation, % at 20 µM | actives 0.33% (n = 330,000);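 active means versus positive control, 20 µM dose yields 30% or more activation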;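 further: 100% = tunicamycin at 10 µg/mL and 0% = DMSO only wells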
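Test system: CHO-XBP1 luciferase reporter cells | Buffer or medium: Serum-containing F12 medium, 10% FBS | Schedule: 6 h compound exposure at 37 °C, 5% CO2 | Detection: Steady-Glo luciferase glow luminescence, 10 min after reagent addition | Read-out basis: Activation, % of tunicamycin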
Jurkat NFkB inh: lowers PMA/ionomycin-induced NF-kB signal in Jurkat cells; PMA/ionomycin-induced NF-kB luciferase reporter, luminescence; inhibition, % at 4 µM; actives 0.53% (n = 330,000); AID 435003; in the data active means inhibition above about 50%
TIM10 inh: TIM10 yeast growth inhibition; S. cerevisiae TIM10 strain growth, BacTiter-Glo luminescence, 24 h; inhibition, % at 10 µM; actives 1.4% (n = 330,000); AID 463195;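 active means inhibition of 40% or more at the single tested concentration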;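 further: wild-type TIM10 isogenic control strain grown at permissive 25 °C; 0% = DMSO yeast wells and 100% = minimal medium wells without yeast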
tim10-1 inh: inhibits growth of tim10-1 mutant yeast; actives 2.2% (n = 330,000); S. cerevisiae tim10-1 ts strain growth, BacTiter-Glo, 24 h; inhibition, % at 20 µM;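 active means inhibition of at least 40%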;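 further: mutant grown at 25 °C; 0% = DMSO wells with yeast and 100% = wells holding no yeast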
Mdm2 MdmX PPI: inhibitors of human Mdm2/MdmX interaction | O15151+Q00987 | SaOS-2 split-luciferase Mdm2/MdmX complementation, luminescence | inhibition, % at 8 µM | actives 3% (n = 330,000);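 active means inhibition of at least 50% at 8 µM in the primary screen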
Target sequence (O15151 whole entry, looked up): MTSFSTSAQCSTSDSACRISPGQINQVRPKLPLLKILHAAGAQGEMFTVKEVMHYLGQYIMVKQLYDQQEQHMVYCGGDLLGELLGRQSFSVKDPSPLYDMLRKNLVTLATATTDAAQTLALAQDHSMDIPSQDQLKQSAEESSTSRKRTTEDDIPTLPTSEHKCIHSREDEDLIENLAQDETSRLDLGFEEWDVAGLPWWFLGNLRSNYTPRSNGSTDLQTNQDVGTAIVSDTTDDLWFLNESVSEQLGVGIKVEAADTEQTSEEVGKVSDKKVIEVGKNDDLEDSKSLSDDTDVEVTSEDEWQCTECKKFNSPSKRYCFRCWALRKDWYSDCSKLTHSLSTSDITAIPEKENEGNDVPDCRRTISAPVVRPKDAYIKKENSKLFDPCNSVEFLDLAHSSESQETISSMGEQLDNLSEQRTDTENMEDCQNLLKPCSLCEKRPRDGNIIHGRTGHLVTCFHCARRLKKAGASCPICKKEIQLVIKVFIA
Target sequence (Q00987 whole entry, looked up): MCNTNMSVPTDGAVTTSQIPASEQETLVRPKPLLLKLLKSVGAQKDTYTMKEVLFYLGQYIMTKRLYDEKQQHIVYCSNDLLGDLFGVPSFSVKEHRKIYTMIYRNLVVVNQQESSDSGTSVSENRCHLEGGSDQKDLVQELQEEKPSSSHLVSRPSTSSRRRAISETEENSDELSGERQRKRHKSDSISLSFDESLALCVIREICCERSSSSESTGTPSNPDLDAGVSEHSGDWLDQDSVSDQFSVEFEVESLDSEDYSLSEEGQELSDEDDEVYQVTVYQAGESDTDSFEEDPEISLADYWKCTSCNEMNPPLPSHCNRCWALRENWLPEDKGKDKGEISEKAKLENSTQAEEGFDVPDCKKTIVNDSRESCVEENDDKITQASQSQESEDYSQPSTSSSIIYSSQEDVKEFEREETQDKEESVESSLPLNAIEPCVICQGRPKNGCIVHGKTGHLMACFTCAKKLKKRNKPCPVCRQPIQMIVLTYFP
Numbers without * were called inactive; nt = no result given.

SMILES	CHOP UPR activ	697 NFkB inh	tim23-1 inh	XBP1 UPR activ	Jurkat NFkB inh	TIM10 inh	tim10-1 inh	Mdm2 MdmX PPI
O=C(NCCCN1CCOCC1)c1cccc(NS(=O)(=O)c2ccc(Br)cc2)c1	0.3	1	-19	0	-8	4	2	-9
CC(=O)Nc1ccc(/C(C)=N/Nc2nc(N3CCOCC3)nc(N3CCOCC3)n2)cc1	3.0	-42	5	-2	-15	-1	-8	-23
O=C(N/N=C/c1ccc2cccc(OCc3ccccc3)c2n1)c1ccc(Br)cc1	0.9	-3	-7	2	1	12	13	21
Cc1ccc(C(=O)Nc2ccc(F)cc2F)o1	1.1	-30	4	4	-18	12	4	-1
CCCOc1cccc(C(=O)Nc2cccnc2)c1	0.6	8	10	1	-10	19	-5	-7
CC(=O)Nc1ccc(Oc2cnc3ccccc3n2)cc1	-0.5	4	14	-4	2	-10	6	-10
COC(=O)c1c(NC(=O)CN2CCC3(O)CCCCC3C2c2cc(OC)ccc2OC)sc(C)c1C (stereo unspecified)	0.7	8	39	2	15	29	32	40
CC(=O)c1c(C)[nH]c(C(=O)Nc2ccc(F)cc2F)c1C	2.5	-27	29	-3	-14	-6	18	3
CCn1c(O)c(/C=N/N=C/c2ccc(OC)cc2)c2cc(C3=NNC(=O)CC3)ccc21	1.8	10	-5	4	9	-3	2	35
O=C(Cc1cccc2ccccc12)Nc1c(F)cccc1F	4.2	5	-4	3	-14	7	-21	3
CCOC(=O)c1c(C)nc(C)c(C(=O)OCC)c1-c1cccc(N)c1	-1.9	-12	22	-3	-2	16	16	14
Cc1cccc(NC(=O)c2c(C)cc(=O)oc2C)n1	-0.6	-4	14	1	17	15	13	10
CCOc1ccc(S(=O)(=O)Nc2cccc(C(=O)NCC3CCCO3)c2)cc1 (stereo unspecified)	-0.4	-22	-1	-1	2	-7	2	1
COCCn1c(N)c(C(=O)NS(=O)(=O)c2ccc(C)cc2)c(=O)[nH]c1=O	-0.9	16	11	-2	-3	-10	1	-5
CCOP(=O)(c1ccccc1)c1nc(-c2ccc(F)cc2)oc1N1CCCCC1 (stereo unspecified)	-4.3	17	16	-2	-11	-9	23	27
O=C(NCc1ccco1)/C(=C\c1cccs1)NC(=O)c1cccs1	0.6	9	3	5	-5	4	-1	-12
O=C1CSC2=NCN(c3ccc4c(c3)OCO4)CN12	1.0	-59	-2	-1	-53	-15	4	-4
O=C(Nc1ccc2c(c1)CCC2)c1c(F)cccc1Cl	3.6	-123	0	3	-86	-9	-3	-206
O=C(O)CCC(=O)Nc1ccc2c(c1)Cc1cc(NC(=O)CCC(=O)O)ccc1-2	3.2	-3	6	-4	-15	-6	5	11
COCCN=c1scc(-c2ccc3c(c2)NC(=O)CO3)n1/N=C(\C)c1ccc(O)cc1	-0.3	-3	14	-1	4	3	1	9
COc1ccc(NC(=O)c2ccc(-c3ccc([N+](=O)[O-])cc3)o2)cc1	-0.2	3	-28	-1	-12	-28	-12	9
Cc1ccc(CNC(=O)c2oc3ccc(S(=O)(=O)N4CCC5(CC4)OCCO5)cc3c2C)cc1	2.2	9	16	1	17	19	28	12
Cc1cc(C(=O)Nc2ccc(N3CCCC3)c(Cl)c2)ccc1[N+](=O)[O-]	3.1	-50	15	6	-55	17	23	-9
Cc1ccc(/C(N)=N/OC(=O)Cc2cccs2)cc1	8.7	-56	19	4	-86	23	16	-90
O=C(CCC(=O)N(CC(=O)NC1CCCC1)c1ccc(F)cc1)Nc1nccs1	-3.1	24	6	-4	-4	14	-15	-8
Additional records
SMILES	CHOP UPR activ	697 NFkB inh	tim23-1 inh	XBP1 UPR activ	Jurkat NFkB inh	TIM10 inh	tim10-1 inh	Mdm2 MdmX PPI
C/C(=N\NC(=O)c1sccc1-n1cccc1)c1cccs1	1.9	-19	28	7	-49	9	-1	-12
COCCNc1nc(N)c([N+](=O)[O-])c(NCC2CCCO2)n1 (stereo unspecified)	4.5	-32	10	1	-16	6	13	-13
Cc1cc(Oc2ccc(=O)n(C)n2)nc(SCc2ccccc2)n1	-3.2	7	25	1	12	5	15	-6
CCC(=O)Nc1cccc(NC(=O)CSc2nnc(C3CC3)n2C)c1	-0.9	8	8	-1	-5	13	-2	9
O=C(COC(=O)c1ccc(Cl)nc1)NNC(=O)c1ccc(Cl)cc1	1.3	11	-3	1	10	-17	-4	10
Cc1[nH]n(-c2ccccc2)c(=O)c1/C=N/NC(=O)c1ccoc1C	9.5	-3	41	0	8	10	21	37
COc1cccc(CCN2CCC(CNS(=O)(=O)c3cc(-c4cc(C)no4)ccc3C)CC2)c1	2.6	-14	-2	2	49	8	5	55*
CC1(NC(=O)Nc2cc([N+](=O)[O-])ccc2O)CCS(=O)(=O)C1 (stereo unspecified)	0.2	13	-7	0	-2	8	-1	-14
Cc1cc(-c2ccccc2)nc(N(C)C)c1S(C)(=O)=O	-0.8	9	25	0	-6	8	9	-20
C/C(=N\NC(=O)c1cccc(N2CCCC2=O)c1)c1ccc(N)cc1	1.3	-7	10	0	-20	-2	-3	-6
Cc1ccc(SCCc2cc[n+](CC(=O)c3ccccc3)cc2)cc1	-0.4	-6	11	2	0	6	39	4
CC(C)Cn1c(=O)[nH]c2ccccc21	7.5	1	8	-2	-7	-14	1	1
O=c1[nH]c2ccc(NS(=O)(=O)c3ccc([N+](=O)[O-])cc3)cc2[nH]1	1.4	13	9	-6	-11	-2	-8	22
O=CN1CCN(C(C(=O)NC2CCCC2)c2ccc(Cl)cc2)CC1 (stereo unspecified)	-0.9	6	-6	0	3	-4	6	-41
O=C(Nc1ccnc(-c2cccnc2)n1)c1ccccc1Cl	1.1	-5	11	0	6	-1	16	7
CCCOc1ccc(C(=O)CCC(=O)OC(C)C(=O)Nc2ccc(NC(C)=O)cc2)cc1 (stereo unspecified)	1.2	-37	23	-2	-8	2	16	12
COCCn1c(C)cc(O)c(C(=O)Nc2cccc(Cl)c2)c1=O	3.6	-3	26	-6	9	5	18	65*
CSc1ccc(S(=O)(=O)NCC(=O)OCC(=O)NCCc2ccccc2)cc1[N+](=O)[O-]	-1.4	21	11	-7	17	6	11	6
Cc1c(Br)c(O)c(Br)c(O)c1/C=N/n1c(-c2ccccc2)n[nH]c1=S	2.0	15	-13	-1	-8	1	-24	16
CN(C)S(=O)(=O)N1CCN(S(=O)(=O)c2ccc3ccccc3c2)CC1	-1.0	3	27	-1	13	17	15	25
Cc1[nH]n(-c2ccccc2)c(=O)c1C(=O)Nc1ccccc1	5.8	1	10	-1	-3	3	-9	-22
O=c1cc(CN2CCN(c3ccc(O)cc3)CC2)nc2scc(-c3ccccc3)n12	-0.2	-16	-4	-1	15	-6	0	3
CCCc1cc(=O)[nH]c(SCC(=O)Nc2sc3c(c2C#N)CCC(C)C3)n1 (stereo unspecified)	1.4	-55	21	3	-24	14	47*	0
COc1ccccc1CNC(=O)c1cc(-c2ccccc2)nn1CC1CC(c2cccc([N+](=O)[O-])c2)=NO1 (stereo unspecified)	1.9	26	10	-3	-21	-10	-6	20
Cc1nn(C)c(C)c1NS(=O)(=O)c1ccccc1	0.8	14	-3	2	7	10	-10	-4

Part of the list above in order of molecular weight, highest first.
SMILES	CHOP UPR activ	697 NFkB inh	tim23-1 inh	XBP1 UPR activ	Jurkat NFkB inh	TIM10 inh	tim10-1 inh	Mdm2 MdmX PPI
COc1ccccc1CNC(=O)c1cc(-c2ccccc2)nn1CC1CC(c2cccc([N+](=O)[O-])c2)=NO1 (stereo unspecified)	1.9	26	10	-3	-21	-10	-6	20
COc1cccc(CCN2CCC(CNS(=O)(=O)c3cc(-c4cc(C)no4)ccc3C)CC2)c1	2.6	-14	-2	2	49	8	5	55*
CSc1ccc(S(=O)(=O)NCC(=O)OCC(=O)NCCc2ccccc2)cc1[N+](=O)[O-]	-1.4	21	11	-7	17	6	11	6
C/C(=N\NC(=O)c1sccc1-n1cccc1)c1cccs1	1.9	-19	28	7	-49	9	-1	-12
COCCNc1nc(N)c([N+](=O)[O-])c(NCC2CCCO2)n1 (stereo unspecified)	4.5	-32	10	1	-16	6	13	-13
Cc1[nH]n(-c2ccccc2)c(=O)c1C(=O)Nc1ccccc1	5.8	1	10	-1	-3	3	-9	-22
Cc1cc(-c2ccccc2)nc(N(C)C)c1S(C)(=O)=O	-0.8	9	25	0	-6	8	9	-20

Later entries:
SMILES	CHOP UPR activ	697 NFkB inh	tim23-1 inh	XBP1 UPR activ	Jurkat NFkB inh	TIM10 inh	tim10-1 inh	Mdm2 MdmX PPI
Cc1ccc(-c2nn(-c3ccccc3)cc2C(=O)NCCCN2CCOCC2)cc1	1.9	1	2	-5	-9	-11	1	10
O=S(=O)(c1ccccc1)N1CCCC1c1cccs1 (stereo unspecified)	-1.9	2	2	-2	6	-2	-11	18
COc1cc2oc(=O)cc(-c3ccc(-c4ccc(C(F)(F)F)cc4)cc3)c2c(OC)c1OC	3.4	-12	36	1	nt	10	4	9
CCOc1ccc(NCC(=O)Nc2ccc(C)cc2C)cc1	1.5	4	1	0	2	10	21	14
Cc1occc1C(=O)/C(C#N)=C/c1ccc(O)c(Br)c1	1.2	2	23	0	17	-1	22	0
COc1ccc(NC(=O)C2CCCN(S(=O)(=O)c3cnc[nH]3)C2)cc1 (stereo unspecified)	-0.7	9	-14	-1	-7	9	5	15
Cc1ccc(C(=O)NNC(=O)c2cccs2)cc1	1.6	-28	0	6	-33	2	0	-3
CNC(=O)NC(=O)C(OC(=O)c1cccc(S(=O)(=O)N2CCCCC2)c1)c1ccccc1 (stereo unspecified)	-0.1	-16	-7	2	7	15	16	-21
C/C(=N\NC(=O)c1ccc(OC2CCCC2)cc1)c1ccc(O)cc1	2.5	15	3	-3	12	1	-10	20
Nc1c2nc(-c3ccccc3)[nH]c(=O)c2nc(=O)n1-c1ccccc1	1.4	0	3	5	-2	6	7	63*
COc1cc(-c2nnc(NC(=O)CCS(=O)(=O)c3ccccc3)o2)cc(OC)c1OC	-0.6	16	3	-2	-9	3	22	79*
CC1CCN(C(=O)NC(=O)c2ccc(Cl)cc2)CC1	2.4	16	-5	1	-6	-7	5	17
O=C(NC1(O)C(=O)c2ccccc2C1=O)c1c(Cl)cccc1Cl	-1.8	6	-13	1	1	-14	-4	15
CCC(C)NC(=O)/C=C/c1ccc(S(=O)(=O)NCc2ccco2)cc1 (stereo unspecified)	1.6	12	3	0	5	-10	-8	-3
Cc1cc(Cl)ccc1NC(=S)NCCc1ccc(S(N)(=O)=O)cc1	-0.4	14	22	-2	9	5	16	13
O=C1CN(C(=O)COC(=O)CCSc2ccccc2Cl)c2ccccc2N1	1.9	5	15	-2	-6	17	19	-15
O=C(NCCc1nnc2ccc(NCCCN3CCOCC3)nn12)c1ccccc1F	2.5	10	10	1	10	-2	5	9
CCN(CC(=O)Nc1ccccc1C(F)(F)F)C(=O)Cc1ccccc1	-0.2	0	18	1	8	-1	19	7
COc1ccccc1NC(=O)c1ccc[n+]([O-])c1	0.8	11	12	-2	10	1	5	15
Cc1cnn(-c2cc(N/N=C/c3ccccc3Cl)ncn2)c1	2.3	19	-28	-1	10	5	-15	63*
COC(=O)c1nc(N)sc1-c1ccccc1	0.3	22	12	-3	1	7	-3	37
O=C1CCc2cc(S(=O)(=O)Nc3ccccc3F)ccc2N1	-2.3	4	-2	-3	5	11	-7	12
O=C(NCCN1CCOCC1)NC1(C(F)(F)F)Oc2ccccc2O1	-0.1	-23	10	0	9	-10	7	12
Cc1ccc(S(=O)(=O)N2CCC(C(=O)N[C@H](C(=O)NC3CCS(=O)(=O)C3)C(C)C)CC2)cc1 (stereo partly specified)	-1.5	12	1	-2	-6	-11	-6	9
COC(=O)CNC(=O)CN1C(=O)N(c2cccc(Cl)c2)C(N(O)C(=O)Nc2cccc(Cl)c2)C1(C)C (stereo unspecified)	2.2	16	-3	-5	8	1	-3	21
CC(=O)Nc1cccc(Nc2nc(-c3cccs3)nc3ccccc23)c1	8.2	-4	39	4	-18	30	6	4
